From PubChem BioAssay
esBAF inh – Bmi1 luciferase reporter increase in mESCs, primary screen, esBAF inhibitor project, mouse ES cells, Bmi1 luciferase knock-in, single point; 24 h; 100% = twice the neutral-well signal; reporter increase, % at 12.5 µM; actives 2% (n = 350,000); AID 602393, 2012; in the data active = activation above about 40%; inconclusive = no clear call, values can overlap the other calls;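 also: 0% = median of the plate's neutral control wells and 100% = double that signal; a rise in the Bmi1 reporter signal indicates esBAF inhibition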
FN deposit inh – inhibitors of fibronectin matrix deposition, primary screen, AH1F cells, Alexa488-fibronectin fluorescence, plate reader | AH1F fibroblasts, overnight | actives 0.086% (n = 350,000) | inhibition, % at 12.6 µM;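 active = mean inhibition across replicates of 30% or more, regardless of how many single replicates reach that level; inconclusive = mean under 30% yet at least half of replicates reach 30%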;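 also: positive control wells lacked labelled fibronectin entirely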
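test system = AH1F fibroblasts assembling fluorescent fibronectin matrix | quantity = 10000 AH1F cells per well | buffer or medium = DMEM plus 2% serum, read in PBS | doses = single dose, pinned | incubation = 1 h cell attachment, overnight exposure to compound and label | detection = fluorescence at 485 nm excitation, 525 nm emission | read-out basis = inhibition from reduced deposited-fibronectin fluorescence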
S100A4 inh HTS – inhibitors of S100A4-myosin IIA peptide binding, primary screen, biochemical, fluorescence polarization, TAMRA-MyoIIA peptide; inhibition, % at 10.7 µM; actives 0.14% (n = 360,000); AID 652163, 2013;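 active = mean inhibition of at least 70% across replicates, with every replicate also reaching that level; inconclusive = mean inhibition reaches 70% but some replicates fall short; inactive = mean inhibition below 70%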
Target sequence (P26447 whole entry, looked up): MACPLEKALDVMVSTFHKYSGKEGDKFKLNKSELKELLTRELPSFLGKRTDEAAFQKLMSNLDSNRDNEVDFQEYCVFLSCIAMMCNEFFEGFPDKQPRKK
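Test system – S100A4 monomer (human) · Compound – single-point compound testing · Schedule – 5 min incubation before reading · Probe or stimulus – TAMRA-labelled myosin IIA heavy-chain peptide probe, 5 nM · Benchmarks – neutral control DMSO, positive control TFP · Medium – Calcium-containing HEPES buffer, pH 7.2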
Casp6 inh – human caspase-6 inhibitors, primary screen, biochemical, VEID-R110 fluorescence, single point, set 2 | P55212 | purified caspase-6, Z-VEID-R110 cleavage fluorescence | inhibition, % at 12.5 µM | actives 0.53% (n = 350,000) | AID 686996, 2013;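 active = mean inhibition across replicates at least about 35%, with every replicate also reaching that limit, limit read from the data; inconclusive = only one of the two criteria met; inactive = neither criterion met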;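 also: 0% = median of neutral control wells and 100% = no fluorescence left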
Target sequence (P55212 24-179 limits assumed): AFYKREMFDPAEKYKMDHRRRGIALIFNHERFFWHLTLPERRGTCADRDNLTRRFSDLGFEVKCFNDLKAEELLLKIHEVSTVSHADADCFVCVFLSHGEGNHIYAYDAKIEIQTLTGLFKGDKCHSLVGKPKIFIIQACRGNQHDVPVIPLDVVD
Target sequence (P55212 194-293 limits assumed): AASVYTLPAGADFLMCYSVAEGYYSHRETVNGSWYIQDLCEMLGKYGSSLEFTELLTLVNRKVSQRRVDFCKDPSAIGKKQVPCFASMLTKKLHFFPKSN
SIRT5 inh – SIRT5 desuccinylase inhibitors, primary screen, biochemical, fluorescence imaging, single point, set 5; Purified SirT5, succinyl-peptide AMC, trypsin-coupled fluorescence; inhibition, % at 15 µM; actives 1.1% (n = 330,000); in the data active = inhibition above about 15%; inconclusive = no clear call, values can overlap the other calls
Target sequence (Q9NXA8 whole entry, looked up): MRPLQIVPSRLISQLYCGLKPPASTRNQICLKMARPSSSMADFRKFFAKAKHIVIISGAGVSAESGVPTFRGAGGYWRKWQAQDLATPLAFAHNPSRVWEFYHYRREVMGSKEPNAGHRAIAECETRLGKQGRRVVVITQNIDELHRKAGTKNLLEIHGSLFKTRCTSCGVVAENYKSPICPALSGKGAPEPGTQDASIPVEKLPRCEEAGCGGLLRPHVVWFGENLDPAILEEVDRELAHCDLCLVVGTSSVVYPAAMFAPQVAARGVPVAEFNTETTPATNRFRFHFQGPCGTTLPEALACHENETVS
C2C12 statin – suppressors of statin myotoxicity in C2C12 myotubes, primary screen, cell-based, single point, plate reader. C2C12 myotubes + simvastatin, ATP luminescence, 48 h; scaled: DMSO 0, geranylgeraniol control 100. rescue of ATP level, % at 7.49 µM. actives 0.78% (n = 330,000). AID 602340, 2012;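 active = mean ATP rescue above about 67%, or every replicate alone reaching that limit, limit read from the data, passing the limit was not always enough; inconclusive = no clear call, values can overlap the other calls; inactive = mean under the limit and some replicate under it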;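 also: myotubes were challenged with 10 µM simvastatin during compound exposure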
LGR2 inh – inhibitors of bursicon-induced LGR2 CRE-luciferase signal, primary screen, cell-based, HEK293, CRE-luciferase reporter, bursicon stimulation; inhibition, % at 9.99 µM; AID 720647, 2013; actives 0.35% (n = 380,000); bursicon-stimulated, 4 h;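 active = drop in luminescence signal, shown as inhibition above about 50% in the replicate tests, limit read from the data, passing the limit was not always enough; inconclusive = probably only some replicates passing the limit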;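 also: agonist challenge used bursicon conditioned medium at about half maximal strength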
An asterisk follows results filed as active; ? = inconclusive; . = not tested or not shown.

Second line of a record – esBAF inh	FN deposit inh	S100A4 inh HTS	Casp6 inh	SIRT5 inh	C2C12 statin	LGR2 inh
1. C[C@@H]1CCCCO[C@H](CN(C)Cc2ccccc2)[C@H](C)CN([C@@H](C)CO)C(=O)c2cc(NC(=O)Nc3ccc(F)cc3)ccc2O1
 : 5	.	4	0	1	.	8
2. O=C(CCc1ccccc1)Nc1ccc(NS(=O)(=O)c2ccccc2)cc1
 : -1	-2	-1	-2	-4	-10	1
3. O=C(c1ccccc1)N1CC(=O)N2[C@H](CO)[C@H](c3ccc(C#CCC4CCCC4)cc3)[C@@H]2C1
 : .	.	-19	-2	9	.	17
4. Cc1ccc(C(=O)NCCc2c[nH]c3ccccc23)c(C)c1
 : 71*	-2	1	-4	-2	-6	-40
5. N/C(=N\c1nc(CSc2nnnn2-c2ccccc2)cc(=O)[nH]1)Nc1ccccc1
 : .	-4	-1	0	0	.	8
6. N=c1c(C(=O)NCCN2CCOCC2)cc2c(=O)n3ccccc3nc2n1Cc1ccc(F)cc1
 : 1	3	-3	-4	-10	6	8
7. Cc1noc(C)c1NC(=O)N(C)C[C@H]1OCCCC[C@H](C)Oc2ccc(NS(=O)(=O)c3ccc(F)cc3)cc2C(=O)N([C@@H](C)CO)C[C@@H]1C
 : 2	3	-13	-2	0	-45	-2
8. COCC#Cc1ccc2c(c1)O[C@H](CN(C)C(=O)C1CC1)[C@H](C)CN([C@@H](C)CO)S2(=O)=O
 : .	-4	4	2	1	-2	6
9. CSC1=NC2(C)CCCCC2C12C=CC(=O)C=C2 (configuration not stated)
 : 13	-1	-4	4	.	12	-2
10. O=C(COC(=O)CNC(=O)C1CCCCC1)Nc1cccc(F)c1
 : -5	7	-21	0	-2	-4	13

The last 2 entries of the part above lead into the next.
Second line of a record – esBAF inh	FN deposit inh	S100A4 inh HTS	Casp6 inh	SIRT5 inh	C2C12 statin	LGR2 inh
9. CSC1=NC2(C)CCCCC2C12C=CC(=O)C=C2 (configuration not stated)
 : 13	-1	-4	4	.	12	-2
10. O=C(COC(=O)CNC(=O)C1CCCCC1)Nc1cccc(F)c1
 : -5	7	-21	0	-2	-4	13
11. CCOC(=O)c1cccc(NC(=O)CSc2nnc(-c3cccnc3)n2C)c1
 : 0	-8	.	.	.	-1	.
12. COc1ccc(/C=N/N2C(C)CCCC2C)cc1O (configuration not stated)
 : 2	3	-5	-2	-2	3	8
13. CC1CC(C)CN(S(=O)(=O)c2cc3c4c(c2)C(C)C(=O)N4CCC3)C1 (configuration not stated)
 : 2	11	-1	2	-2	-9	-7
14. COCC(=O)n1nc(-c2ccccc2)nc1NCc1cccs1
 : .	.	-10	1	.	.	-33
15. CCn1c(NC(=O)c2ccco2)c(-c2ccccc2Cl)c(=O)c2ccccc21
 : 2	1	.	.	.	-9	.
16. COc1ccc(Cl)cc1-c1nc(SCC(=O)NCC2CCCO2)n[nH]1 (configuration not stated)
 : 6	-5	2	2	-2	3	-7
17. CCC1CCC/C1=N\NC(=O)c1ccccc1C (configuration not stated)
 : .	0	0	-2	-1	.	5
18. Cc1ccc(S(=O)(=O)N[C@H]2CC[C@H](CCNC(=O)c3ccc4c(c3)OCO4)O[C@@H]2CO)cc1
 : 2	.	-1	-4	0	2	-2
19. CCOc1ccc(CN(C)C(=O)c2ccc3ccccc3n2)cc1
 : 0	4	-2	-1	0	-3	4
20. Cc1nonc1NC(=O)CSc1nc(CCC2CCCC2)nc2ccccc12
 : -4	-2	0	0	-5	-10	5
21. Cc1ccc(NC(=S)Nc2ccc3cn[nH]c3c2)c(C)c1
 : .	-6	-1	9	-1	.	-10
22. CCC1(C)Cc2c(sc3nnn(CC(=O)Nc4ccccc4C)c(=O)c23)CO1 (configuration not stated)
 : 0	8	.	.	.	-9	.
23. Fc1ccc2cc(-c3ccccc3F)ncc2c1
 : 63*	12	11	2	.	-2	-47
24. CCc1ccccc1NC(=O)CCC(=O)N1CCSc2ccccc21
 : 3	7	-1	-1	0	3	8
25. COc1ccc(-c2noc(CCCC(=O)N3CCOCC3)n2)cc1
 : -2	.	2	1	-1	-1	-10
26. CCOC(=O)COc1ccc2c(c1)c(C(C)=O)c(C)n2-c1ccccc1
 : -5	2	-15	22	0	5	-12
27. O=C(Nc1ccnn1C1CCN(Cc2c[nH]c3ccccc23)CC1)c1ccccc1
 : -87	1	8	-15	0	-2	18
28. O=C(O/N=C1\CCCc2ccccc21)c1cccc(Cl)c1
 : 2	10	.	.	.	10	.
29. CN(C)CCn1c2c(c(SCC(=O)Nc3nccs3)nc1=O)CCCC2
 : -4	-2	-5	-2	-1	2	2
30. O=C(Oc1ccc(C(=S)N2CCOCC2)cc1)c1ccc(F)cc1
 : 0	4	-9	-3	2	9	0
31. CO[C@@H]1CC[C@@H]2CCN(C)C(=O)[C@H](C)N(C)C(=O)c3cc(C#N)ccc3OC[C@@H]1O2
 : 2	-6	14	-1	-4	3	2
32. Cc1noc(C)c1CSCC(=O)Nc1cc(C(F)(F)F)ccc1N1CCOCC1
 : -10	3	-2	1	-1	2	-4
33. CCN(C(=O)COC(=O)c1ccc2c(c1)OCO2)c1c(N)n(Cc2ccccc2)c(=O)[nH]c1=O
 : -2	1	-21	0	2	1	3
34. O=C(Nc1ccccc1)OCCOc1ccc(Br)cc1
 : -5	10	-3	-3	0	-4	8
35. CN(CCc1ccccc1)C1CCCN(S(=O)(=O)CC(F)(F)F)C1 (configuration not stated)
 : 3	9	2	-2	-4	4	.
36. CCCNC(=O)C[C@H]1CC[C@@H]2[C@@H](COc3ccc(NC(=O)CCC)cc3C(=O)N2C)O1
 : -11	-4	13	2	2	-12	3
37. N#C[C@@H]1[C@H](c2ccc(C#CC3CCCC3)cc2)[C@@H](CO)N1C(=O)Nc1ccc(F)cc1
 : -2	-19	-8	1	2	14	18
38. CC1(C)C2CCC1(C)C(NC(=O)/C=C/c1ccccc1)C2 (configuration not stated)
 : .	10	3	3	-2	.	14
39. CC(C)(CO)NC(=O)C12CC3CC(CC(Br)(C3)C1)C2
 : .	-3	-1	-7	-7	.	.
40. CCCc1ccc(-c2csc(NC(=O)C3=COCCO3)n2)cc1
 : 65*	-22	-3	2	-6	0	-76

The closing 6 entries of the part above come first, to join the parts.
Second line of a record – esBAF inh	FN deposit inh	S100A4 inh HTS	Casp6 inh	SIRT5 inh	C2C12 statin	LGR2 inh
35. CN(CCc1ccccc1)C1CCCN(S(=O)(=O)CC(F)(F)F)C1 (configuration not stated)
 : 3	9	2	-2	-4	4	.
36. CCCNC(=O)C[C@H]1CC[C@@H]2[C@@H](COc3ccc(NC(=O)CCC)cc3C(=O)N2C)O1
 : -11	-4	13	2	2	-12	3
37. N#C[C@@H]1[C@H](c2ccc(C#CC3CCCC3)cc2)[C@@H](CO)N1C(=O)Nc1ccc(F)cc1
 : -2	-19	-8	1	2	14	18
38. CC1(C)C2CCC1(C)C(NC(=O)/C=C/c1ccccc1)C2 (configuration not stated)
 : .	10	3	3	-2	.	14
39. CC(C)(CO)NC(=O)C12CC3CC(CC(Br)(C3)C1)C2
 : .	-3	-1	-7	-7	.	.
40. CCCc1ccc(-c2csc(NC(=O)C3=COCCO3)n2)cc1
 : 65*	-22	-3	2	-6	0	-76
41. O=C(COC(=O)c1c(Cl)cccc1Cl)Nc1cccc(S(=O)(=O)NC2=NCCCCC2)c1
 : 4	-3	-2	1	6	10	-19
42. CCOC(=O)[C@@H]1[C@H]2COc3cc(OC)ccc3[C@@H]2N2C(=O)N(c3cccc(F)c3)C(=O)[C@@]12C
 : -4	-4	-2	-2	.	-2	-18
43. N#CC(c1ccccc1)C(CC(=NO)c1ccccc1)c1ccccc1 (configuration not stated)
 : -3	10	2	4	.	-22	23
44. CC(Sc1nnc(-c2cccnc2)n1N)C(=O)NCCC1=CCCCC1 (configuration not stated)
 : .	-4	-1	5	-3	2	-6
45. COc1ccc(N2CCN(C(=O)c3c(-c4ccccc4)noc3C)CC2)cc1
 : 6	-3	12	-1	.	11	9
46. C[C@@H]1CN([C@H](C)CO)C(=O)c2cc(NS(=O)(=O)c3ccc(Cl)cc3)ccc2O[C@H]1CN(C)CC1CCCCC1
 : -3	-2	-11	0	-3	18	11
47. CSc1nc2c(cc1C#N)CCCCC2
 : 7	0	2	-3	6	5	5
48. O=C(COC(=O)CNC(=O)C12CC3CC(CC(C3)C1)C2)NC1CCS(=O)(=O)C1 (configuration not stated)
 : .	-8	-1	-1	-1	.	9
49. Cc1ccccc1OCCCCc1c(C)n[nH]c1C
 : 3	.	6	6	-1	17	6
50. COc1ccccc1NC(=O)COc1cccnc1[N+](=O)[O-]
 : 9	0	-1	-1	-3	-2	-1
51. Cc1ccc(NC(=O)COC(=O)c2ccc([N+](=O)[O-])o2)cc1S(=O)(=O)N1CCCCCC1
 : -4	.	-7	2	-3	-7	17
52. O=Cc1c(Nc2ccccc2Cl)nc2ccccn2c1=O
 : -11	1	-8	0	0	29	1
53. C[C@@H]1CN([C@H](C)CO)C(=O)c2cc(NS(C)(=O)=O)ccc2O[C@@H]1CN(C)C(=O)Nc1cccc2ccccc12
 : -2	.	6	-3	-4	-16	3
54. Nc1nnc(SC2CCCC2)s1
 : 11	-1	3	1	-2	-3	-5
55. O=C(c1cccs1)N1CCN(CCCc2ccccc2)CC1
 : 9	-7	.	.	.	4	.
56. O=C(CCCn1nnnc1CN1CCOCC1)N1CCN(c2ccccc2F)CC1
 : -6	-6	4	0	-2	8	-7
57. O=C(CN1C(=O)C2CCCCN2C(=O)c2ccccc21)Nc1ccc(F)cc1 (configuration not stated)
 : .	-6	-3	-1	11	.	3
58. CCc1cccc(CC)c1NC(=O)C(CC)Sc1nc2ccncc2[nH]1 (configuration not stated)
 : 11	-7	-6	1	-2	?	-6
59. CC(C)NC(=O)Nc1ccc2c(c1)C(=O)N([C@@H](C)CO)C[C@H](C)[C@@H](CN(C)Cc1ccc(C(F)(F)F)cc1)OCCCC[C@H](C)O2
 : -11	2	-1	0	3	.	12
60. CCc1nc2c(OCc3cccc(Cl)c3)cccn2c1N(C)C(=O)c1ccco1
 : 7	2	3	2	.	-33	0
61. O=C(/C=C/c1ccccc1)NNC(=O)c1cccs1
 : .	-6	-3	-2	-3	.	6
62. OC(c1ccccc1)C1CN(Cc2ccccc2)CCC1(O)c1ccccc1 (configuration not stated)
 : -8	.	10	3	-6	9	-6

Only part of the results is shown. The share of hits here may be higher or lower than overall.
